Bioassay records as filed in PubChem.
MKP-3 inhibition – MKP-3 phosphatase inhibitors, primary screen, biochemical, rat enzyme, in vitro (AID 425); Dual specificity protein phosphatase 6 (Rattus norvegicus); recombinant MKP-3 phosphatase activity, fluorescence; higher % means a stronger effect; inhibition, % at 20 µM, or IC50 in µM where a hit was titrated; 110,000 tested, 0.17% active; in the data active = inhibition above about 50%;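 note: plate controls were vehicle for no effect and reference inhibitor for full effect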
Hsp70 displacement – Hsp70 inhibitors, probe displacement, primary screen, biochemical, fluorescence polarization (AID 583). Hsp70 fluorescence polarization probe displacement, mP; higher % means a stronger effect. displacement, % at 20 µM, or IC50 in µM where a hit was titrated. 140,000 tested, 0.06% active; in the data active = displacement above about 50%;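 note: plate controls were vehicle for no effect and reference ligand for full effect; a part of the inactive calls stands beside numbers as strong as those of hits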
The depositor's hits bear a star; & = joins results of further samples. Only part of the results is shown; rates above refer to the full screens.

Screening CCN(CC)C(=O)Nc1c(C)n(C)n(-c2ccccc2)c1=O returned Hsp70 displacement -2.9%.
For O=C1NC(=S)N(c2cccc(Cl)c2)C(=O)/C1=C\c1ccc(N2CCCC2)cc1 the results were MKP-3 inhibition 19% and Hsp70 displacement -9.1%.
O=[N+]([O-])c1ccc(OCCS(=O)(=O)c2ccccc2)c(OCCS(=O)(=O)c2ccccc2)c1 was read as MKP-3 inhibition 5% and Hsp70 displacement -3.5%.
O=c1c(/C=N/O)coc2ccc3ccccc3c12 was read as MKP-3 inhibition -10% and Hsp70 displacement -3.3%.
`O=C(C1CCN(S(=O)(=O)c2cnc[nH]2)CC1)N1CCN(c2ncccn2)CC1` gave MKP-3 inhibition -8% and Hsp70 displacement -0.3%.
For COCCN1C=C(C(=O)OC)C(c2ccc(OC)c(OC)c2)C(C(=O)OC)=C1 the results were MKP-3 inhibition -19% and Hsp70 displacement -2.3%.
Screening COc1ccc(C2CC(=O)C3=C(C2)Nc2ccccc2NC3c2ccccc2C)cc1OC (stereo not given) returned MKP-3 inhibition 0% and Hsp70 displacement 1.5%.
For COc1ccc(-c2cc(-c3ccc(Br)cc3)nc(N)c2C#N)cc1 the results were MKP-3 inhibition 3% and Hsp70 displacement -52%.
`CCOC(=O)C1=C(C)N=c2s/c(=C\c3ccccc3)c(=O)n2C1c1ccc(Cl)cc1` (stereo not given) gave MKP-3 inhibition 0% and Hsp70 displacement 4.1%.
Screening COCCCn1c(SCc2cc(=O)[nH]c3ccccc23)nnc1-c1ccco1 returned MKP-3 inhibition -5% and Hsp70 displacement 2.4%.
Screening CCc1c(C)nc(SCCOc2ccc(OC(C)C)cc2)[nH]c1=O returned MKP-3 inhibition -4% and Hsp70 displacement -5.3%.
CNC(=O)CN(c1cc(OC)ccc1OC)S(C)(=O)=O was read as MKP-3 inhibition 2% and Hsp70 displacement -3.6%.
For COc1ccc(C(c2nnnn2C(C)(C)C)N2CCN(C)CC2)cc1OC (stereo not given) the results were MKP-3 inhibition 2% and Hsp70 displacement 1.7%.
For CCOc1ccc2c(C(F)(F)F)cc(=O)oc2c1 the results were MKP-3 inhibition 0% and Hsp70 displacement 6.0%.
CC1(C)Cc2c(C#N)c(N3CCN(C(=O)c4ccco4)CC3)nc(Cc3ccccc3)c2CO1 was read as MKP-3 inhibition 5% and Hsp70 displacement 3.4%.
Screening CCCCCCC(=O)Nc1nnc(CCC)s1 returned MKP-3 inhibition -3% and Hsp70 displacement 3.3%.
`CCCCOc1ccccc1NC(=O)c1ccc(OC)c(OC)c1` gave MKP-3 inhibition 2% and Hsp70 displacement -3.1%.
`COc1ccc(N2C(=O)CCC(C(=O)Nc3cccc(C)n3)C2c2ccc(OC)c(OC)c2)cc1` (stereo not given) gave MKP-3 inhibition -1% and Hsp70 displacement -1.3%.
Cc1ccc2oc(=O)c3cnn(CC(=O)NCCCOC(C)C)c3c2c1 was read as MKP-3 inhibition 8% and Hsp70 displacement -0.3%.
Screening CN(C)c1ccc(NC(=O)CSc2nc(N)c(C(=O)Nc3ccc(N(C)C)cc3)s2)cc1 returned Hsp70 displacement -3.6%.
For CO/N=C(\C(=O)N[C@@H]1C(=O)N2C(C(=O)O)=C(COC(N)=O)CS[C@H]12)c1ccco1 the results were Hsp70 displacement 4.7%.
Screening O=C1C=C(c2ccccc2)C(O)(c2ccccc2)C1 (stereo not given) returned MKP-3 inhibition -15% and Hsp70 displacement -2.8%.
COc1cc(OC)c(OC)cc1/C=N/N=C(\N)c1nonc1N was read as MKP-3 inhibition 0% and Hsp70 displacement 2.1%.
CCN(C(=O)c1cn(C)c(=O)c2cc(OC)c(OC)cc12)c1ccccc1C was read as MKP-3 inhibition -4% and Hsp70 displacement -5.3%.
For Clc1ccc(-c2nnc(-c3sc4ccccc4c3Cl)o2)cc1 the results were MKP-3 inhibition 0% and Hsp70 displacement -2.8%.
For CC(Sc1n[nH]c(N)n1)c1nc2scc(-c3cccs3)c2c(=O)[nH]1 (stereo not given) the results were Hsp70 displacement 1.6%.
`CCOc1ccc(NC(C)c2cc(Cl)ccc2O)cc1` (stereo not given) gave MKP-3 inhibition -5% and Hsp70 displacement 0.2%.
`O=C(c1ccc(=O)[nH]c1)N(Cc1ccco1)C1(C(=O)NC2CCCC2)CCCCC1` gave MKP-3 inhibition -1%.
COCCCNC(=O)c1cc2c(s1)CS(=O)(=O)C2 was read as MKP-3 inhibition 2%.
`Cc1cc(NC(=O)c2cnccn2)no1` gave MKP-3 inhibition -4% and Hsp70 displacement 33%.
COCCNC(=O)c1ccc(NC(C)=O)cc1 was read as MKP-3 inhibition 6% and Hsp70 displacement 3.5%&-2.1%.
Screening CCOc1ccccc1N(CC(=O)NCC1CCCO1)S(=O)(=O)c1ccccc1 (stereo not given) returned MKP-3 inhibition 0% and Hsp70 displacement -5.1%.
For O=C1NN(c2ccccc2)C(=O)/C1=C/c1ccc(OCc2ccc(F)cc2)cc1 the results were MKP-3 inhibition 4% and Hsp70 displacement 0.2%.
For COc1ccc2nc(NC(=O)c3ccccc3O)sc2c1 the results were MKP-3 inhibition -2% and Hsp70 displacement 2.0%.
`CC1(C)Oc2ccc(C(=O)N3CCCCC3)cc2N(CC(=O)NCc2ccccc2)C1=O` gave MKP-3 inhibition -13% and Hsp70 displacement -0.1%.
For CC(=O)c1cccc(N2C(=NC(=O)C(C)C)SC3CS(=O)(=O)CC32)c1 (stereo not given) the results were MKP-3 inhibition -4% and Hsp70 displacement 4.7%.
For COc1cccc(C2C(C(=O)c3cc4ccccc4o3)=C(O)C(=O)N2CCN(C)C)c1OC (stereo not given) the results were MKP-3 inhibition -3% and Hsp70 displacement -2.7%.
Screening Cc1ccc(-n2nnnc2SCC(N)=O)c(C)c1 returned MKP-3 inhibition -3% and Hsp70 displacement 2.3%.
`O=C(CCNS(=O)(=O)c1ccc2c(c1)CCC(=O)N2)Nc1ccc2c(c1)OCCO2` gave MKP-3 inhibition -1% and Hsp70 displacement -2.2%.
`CCSc1nc2c(cnn2-c2ccc(C)cc2)c(=O)[nH]1` gave MKP-3 inhibition 4% and Hsp70 displacement 7.0%.
For COC(=O)c1sc(NC(=O)C2CCCCC2C(=O)O)c(C(=O)OC)c1C (stereo not given) the results were MKP-3 inhibition -8% and Hsp70 displacement 3.3%.
Screening COc1ccc(OC)c(C(=O)c2ccc(C(=O)O)cc2)c1 returned MKP-3 inhibition -4% and Hsp70 displacement 1.2%.
CCN1C(=O)CSC1=NC(C)Cc1ccccc1 (stereo not given) was read as MKP-3 inhibition -2% and Hsp70 displacement -1.1%.
For COCC(=O)Nc1nnc(Cc2ccc(OC)c(OC)c2)s1 the results were MKP-3 inhibition -10% and Hsp70 displacement -3.7%.
Screening O=C(NCc1ccncc1)/C(=C/c1ccc(F)cc1)NC(=O)c1ccccc1 returned MKP-3 inhibition 3% and Hsp70 displacement 0.2%.
`CN(C)c1ccc(C2Nc3ccccc3NC3=C2C(=O)CC(c2ccccc2)C3)cc1` (stereo not given) gave MKP-3 inhibition 2% and Hsp70 displacement 3.8%.
For CCOC(=O)c1c(C)[nH]c(C(=O)CN2CC(C)OC(C)C2)c1C (stereo not given) the results were MKP-3 inhibition 2% and Hsp70 displacement -0.2%.
Screening CC(=O)C(Sc1ncnc2c1nnn2-c1ccc(F)cc1)C(=O)N(C)C (stereo not given) returned MKP-3 inhibition 15% and Hsp70 displacement 5.7%.
Screening COc1ccc(N(CC(=O)Nc2cccc(C)c2)S(=O)(=O)c2ccc(C)cc2)c(OC)c1 returned MKP-3 inhibition 1% and Hsp70 displacement -5.9%.
COc1ccc(NC(=O)CN2C(=O)CC(C)(C)S(=O)(=O)c3ccccc32)cc1 was read as MKP-3 inhibition -2% and Hsp70 displacement -2.6%.
Screening CCN(CC)CC(C)C(C)OC(=O)c1ccc(O)cc1 (stereo not given) returned MKP-3 inhibition -2% and Hsp70 displacement -3.1%.
For CC(=O)Nc1ccc(S(=O)(=O)CCC#N)cc1 the results were MKP-3 inhibition 5% and Hsp70 displacement 1.0%.
`CCn1c(C)csc1=NC(=O)c1ccccc1O` gave MKP-3 inhibition 6% and Hsp70 displacement -2.2%.
Screening Nc1nc(CSc2nc3ccccc3[nH]2)nc(N2CCOCC2)n1 returned MKP-3 inhibition 0% and Hsp70 displacement 2.7%.
`COc1ccc(CNCCCO)cc1OC` gave Hsp70 displacement -5.4%.
`O=C(COC(=O)c1n[nH]c2ccccc12)NC(=O)NCc1ccco1` gave MKP-3 inhibition -11% and Hsp70 displacement 2.3%.
For COc1ccccc1C(=O)Nc1nc(-c2ccc(S(=O)(=O)N3CCOCC3)cc2)cs1 the results were MKP-3 inhibition 5% and Hsp70 displacement -3.5%&-1.8%.
O=C1c2cccc3cc(Br)cc(c23)C(=O)N1Nc1ccccc1 was read as MKP-3 inhibition -1% and Hsp70 displacement -0.9%.
CCC(c1nnnn1Cc1ccco1)N(Cc1cc2cc(C)cc(C)c2[nH]c1=O)CC1CCCO1 (stereo not given) was read as MKP-3 inhibition -8% and Hsp70 displacement 5.3%.
For CCOC(=O)c1c(NC(=O)c2ccccc2Cl)sc2c1CCCCC2 the results were MKP-3 inhibition 0% and Hsp70 displacement 0.3%.
Screening COc1cc2c(C(=O)NCc3ccccn3)cn(CC(C)C)c(=O)c2cc1OC returned MKP-3 inhibition -2% and Hsp70 displacement 2.6%.
`CCCSc1nc(C)cc(=O)[nH]1` gave MKP-3 inhibition -10% and Hsp70 displacement -3.2%.
CCN(CC)S(=O)(=O)c1cccc(C(=O)OCc2cc(=O)n3nc(C)sc3n2)c1 was read as MKP-3 inhibition -14% and Hsp70 displacement -1.3%.
For COc1cccc(N/C=C(\C#N)c2ccc(OCCCF)cc2)c1 the results were Hsp70 displacement -6.6%.
Screening CCCCCCN1CC(O)=C(c2ccccc2)C1=N returned Hsp70 displacement -0.2%.
O=c1c2c3nc4ccccc4nc3n(/N=C/c3cccs3)c2ncn1-c1ccccc1 was read as MKP-3 inhibition -3% and Hsp70 displacement -1.7%.
`COc1ccc(Cn2nnnc2C(c2cccs2)N2CCN(c3ccccc3)CC2)cc1` (stereo not given) gave MKP-3 inhibition 4% and Hsp70 displacement 8.0%.
COc1ccc(C2=C/C(=C/c3ccc(OC)c(OC)c3)C(=O)O2)cc1 was read as MKP-3 inhibition 4% and Hsp70 displacement 31%.
Screening O=C(N=c1ccccn1O)C(O)(c1ccccc1)c1ccccc1 returned MKP-3 inhibition 1% and Hsp70 displacement 3.2%.
CC(=O)Nc1ccccc1NC(=O)c1cccc([N+](=O)[O-])c1 was read as MKP-3 inhibition 2% and Hsp70 displacement 0.4%.
`COC(=O)C(N)Cc1ccc(O)c(O)c1` (stereo not given) gave Hsp70 displacement 3.1%.
`COc1ccc2c(c1)-c1ccccc1S(=O)(=O)N2C` gave Hsp70 displacement 3.2%.
Screening O=C(Cn1c(-c2cscn2)nc2ccccc21)Nc1cc(F)ccc1F returned Hsp70 displacement 2.2%.
Cc1ccc(/C(=N\S(=O)(=O)c2cccc([N+](=O)[O-])c2)Nc2ccccc2)cc1 was read as MKP-3 inhibition -8% and Hsp70 displacement -5.8%.
For CCCCNCCCCCOc1ccccc1C(C)(C)C the results were MKP-3 inhibition 1% and Hsp70 displacement 3.2%.

Of the compounds above, 9 contain an aryl thioether with sulfur outside any ring.
Screening COCCCn1c(SCc2cc(=O)[nH]c3ccccc23)nnc1-c1ccco1 returned MKP-3 inhibition -5% and Hsp70 displacement 2.4%.
Screening CCc1c(C)nc(SCCOc2ccc(OC(C)C)cc2)[nH]c1=O returned MKP-3 inhibition -4% and Hsp70 displacement -5.3%.
Screening CN(C)c1ccc(NC(=O)CSc2nc(N)c(C(=O)Nc3ccc(N(C)C)cc3)s2)cc1 returned Hsp70 displacement -3.6%.
For CC(Sc1n[nH]c(N)n1)c1nc2scc(-c3cccs3)c2c(=O)[nH]1 (stereo not given) the results were Hsp70 displacement 1.6%.
Screening Cc1ccc(-n2nnnc2SCC(N)=O)c(C)c1 returned MKP-3 inhibition -3% and Hsp70 displacement 2.3%.
`CCSc1nc2c(cnn2-c2ccc(C)cc2)c(=O)[nH]1` gave MKP-3 inhibition 4% and Hsp70 displacement 7.0%.
Screening CC(=O)C(Sc1ncnc2c1nnn2-c1ccc(F)cc1)C(=O)N(C)C (stereo not given) returned MKP-3 inhibition 15% and Hsp70 displacement 5.7%.
Screening Nc1nc(CSc2nc3ccccc3[nH]2)nc(N2CCOCC2)n1 returned MKP-3 inhibition 0% and Hsp70 displacement 2.7%.
`CCCSc1nc(C)cc(=O)[nH]1` gave MKP-3 inhibition -10% and Hsp70 displacement -3.2%.
